Screens (PubChem BioAssay)
E-selectin induc = induces E-selectin expression in human endothelial cells; P16581; activation, % at 7.58 µM; HUVEC E-selectin immunofluorescence imaging; normalized: neutral wells 0, TNF-alpha wells 100; actives 0.37% (n = 260,000);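 active means mean E-selectin-positive cell signal at least 10% of the positive control, reached in at least 60% of replicates, without over 20% cell loss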;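 further: in these data hits start at about 27%; measured in HUVEC primary endothelial cells; signal is the percent of cells scored E-selectin positive by PE staining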
Target sequence (P16581 whole entry, looked up): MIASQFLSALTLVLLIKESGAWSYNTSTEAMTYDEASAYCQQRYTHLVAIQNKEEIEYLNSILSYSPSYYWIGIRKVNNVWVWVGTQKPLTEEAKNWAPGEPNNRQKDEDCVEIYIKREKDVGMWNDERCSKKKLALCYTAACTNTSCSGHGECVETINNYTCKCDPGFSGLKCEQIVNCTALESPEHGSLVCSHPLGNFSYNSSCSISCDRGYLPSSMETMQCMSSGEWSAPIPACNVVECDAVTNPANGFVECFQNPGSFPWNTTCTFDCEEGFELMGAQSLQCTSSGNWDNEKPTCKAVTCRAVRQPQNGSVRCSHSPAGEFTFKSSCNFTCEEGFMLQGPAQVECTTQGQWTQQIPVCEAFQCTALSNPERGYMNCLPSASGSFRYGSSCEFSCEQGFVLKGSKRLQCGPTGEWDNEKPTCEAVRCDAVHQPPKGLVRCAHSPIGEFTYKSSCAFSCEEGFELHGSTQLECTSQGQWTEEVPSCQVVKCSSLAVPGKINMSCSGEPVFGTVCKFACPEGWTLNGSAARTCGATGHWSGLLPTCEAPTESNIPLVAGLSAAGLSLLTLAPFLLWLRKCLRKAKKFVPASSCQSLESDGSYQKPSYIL
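System: HUVEC / Compound: single concentration / Signal: immunofluorescence imaging / Read-out: percent E-selectin-positive cells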
DENV2 CPE = protects cells from dengue virus 2 cytopathic effect; DENV2-infected cells, cytopathic effect rescue, plate reader; CPE inhibition, % at 9.99 µM; actives 1.7% (n = 350,000); AID 651640; in the data active means CPE inhibition above about 20%, passing the limit was not always enough; tested in BHK-21 cells;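 further: 0% = median of neutral control wells and 100% = median of positive control wells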
RAD54 inh = blocks human RAD54 Holliday junction branch migration; AID 602329; actives 0.14% (n = 360,000); FAM/BHQ fluorescence; inhibition, % at 10.4 µM; Q92698;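 active means mean normalized replicate activity at least 40 and at least half of replicates scoring 40 or more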;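 further: 0% = median of neutral control wells and 100% = median of positive control wells; inhibitors cause a drop in the FAM fluorescence signal; in these data hits start at about 50%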
Xi reactivation = reactivates the inactive X chromosome in mouse fibroblasts | XiGFP mouse fibroblasts, % GFP-positive cells imaging, 3 d; cells co-treated with 5-aza-dC sensitizer; scaled so ellipticine positive control = 100% | activation, % at 7.58 µM | actives 0.055% (n = 360,000);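 active means mean normalized replicate activation at least 10% and every replicate at or above 10%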;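 further: 0% = median of on-plate neutral control wells and 100% = ellipticine 6 µM median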
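Assay system: SV40-immortalized XiGFP fibroblast cells, line 68-5-11; buffer or medium: DMEM plus 5-aza-dC sensitizer; compound: one concentration, pinned; timing: compounds 3 days, fix/stain 15 min at room temperature; benchmarks: positive control ellipticine, 6 µM final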
RAD52 inh = RAD52 (human) annealing inhibition | recombinant RAD52 DNA annealing, FRET fluorescence | P43351 | inhibition, % at 18.7 µM | actives 0.46% (n = 360,000) | AID 651710;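 active means every replicate showing at least 50% inhibition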
Target sequence (P43351 whole entry, looked up): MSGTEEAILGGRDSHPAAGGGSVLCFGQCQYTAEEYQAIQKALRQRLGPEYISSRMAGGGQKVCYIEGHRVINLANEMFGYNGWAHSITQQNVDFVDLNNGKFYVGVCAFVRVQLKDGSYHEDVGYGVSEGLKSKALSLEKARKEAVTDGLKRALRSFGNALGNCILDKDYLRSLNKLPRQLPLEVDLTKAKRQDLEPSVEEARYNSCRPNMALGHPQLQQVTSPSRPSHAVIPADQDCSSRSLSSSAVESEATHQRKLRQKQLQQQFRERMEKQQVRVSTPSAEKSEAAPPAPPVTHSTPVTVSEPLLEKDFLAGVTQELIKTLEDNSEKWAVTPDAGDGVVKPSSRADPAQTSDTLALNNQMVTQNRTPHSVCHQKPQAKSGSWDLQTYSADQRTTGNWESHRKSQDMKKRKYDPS
F508del corr = correctors of CFTR F508del function in bronchial epithelial cells; CFBE cells, YFP halide quenching; stimulated with forskolin plus potentiator P3; % fluorescence drop versus neutral controls; activity (quench increase), % at 7.58 µM; actives 0.36% (n = 350,000);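 active means mean added fluorescence quench of at least 8% versus neutral control, with both replicates also reaching 8%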;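 further: cells transiently co-express mutant CFTR-F508del with the halide-sensitive YFP; corrector assay measuring rescue of mutant channel to the surface after 24 h compound exposure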
INS-1E GSIS act = primary screen for activators of insulin secretion dependent on glucose, INS-1E cells, GLuc reporter luminescence; activation, % at 16.6 µM; INS-1E GLuc reporter insulin secretion, 2-3 h; actives 0.61% (n = 370,000);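 active means lowest replicate activation of at least 40%, so every replicate reaches that level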;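 further: 0% = median of neutral control wells and 100% = median of IBMX positive control wells; some compounds called inactive have numbers as strong as hits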
Casp6 inh = inhibitors of human caspase-6; P55212; purified caspase-6, Z-VEID-R110 cleavage fluorescence; inhibition, % at 12.5 µM; actives 0.53% (n = 350,000); AID 686996;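 active means mean inhibition across replicates at least about 35%, with every replicate also reaching that limit, limit read from the data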;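 further: 0% = median of neutral control wells and 100% = no fluorescence left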
Starred values were filed as active, the others as inactive; . = not tested or not shown.

SMILES | E-selectin induc | DENV2 CPE | RAD54 inh | Xi reactivation | RAD52 inh | F508del corr | INS-1E GSIS act | Casp6 inh
O=C(Cc1ccc(Br)cc1)Nc1cccc(Cl)c1 | . | -3 | . | 0.2 | -7 | -0.3 | -16 | 6
C=CCNC(=O)N1CCC(CO)(Cc2ccc(Cl)cc2)CC1 | -0.1 | -5 | 3 | 0.2 | -8 | -0.1 | 8 | 1
CC(=O)NS(=O)(=O)c1ccc(NC(=O)/C=C/c2ccco2)cc1 | 0.7 | -4 | . | 0.0 | -68 | -3.7 | 10 | 28
COc1ccc(NC(=O)c2cc(S(=O)(=O)N3CCOCC3)ccc2C)cc1S(=O)(=O)N1CCOCC1 | -0.2 | 1 | -1 | 0.2 | -8 | 10* | -7 | 1
CSCCC(NS(=O)(=O)c1ccc2ccccc2c1)C(=O)O (centres undefined) | . | . | -6 | . | -11 | . | -3 | -1
CN1C(=O)c2cc(NC(=O)Cc3cccs3)ccc2OC[C@@H]2O[C@H](CC(=O)N[C@H]3CCN(Cc4ccccc4)C3)CC[C@H]21 | 0.0 | -2 | 2 | 0.1 | 23 | . | -3 | -9
CN1c2ccc(Br)cc2[C@H]2[C@H](CCN2C(=O)c2cccc(F)c2)[C@@H]1CO | 0.5 | . | -11 | 1.2 | -10 | -0.9 | 2 | .
COc1cc(C(=O)Nn2c(CC(C)C)nc3ccccc3c2=O)cc(OC)c1OC | . | -3 | -1 | 0.0 | -6 | 2.5 | -15 | 1
Cc1nc(-c2noc(-c3ccccc3Cl)n2)c(C(F)(F)F)o1 | 4.5 | -3 | 0 | 0.0 | -12 | -0.2 | 18 | 0
COc1cc(OC)cc(C(=O)NCC(=O)NCCN2C(=O)S/C(=C\c3ccccc3Cl)C2=O)c1 | 8.7 | -3 | -12 | 0.1 | -29 | 4.7 | 19 | -3
COc1ccc(NC(=O)c2cc(C)cc(C)c2)cc1S(=O)(=O)N1CCCCC1 | -0.1 | -1 | 2 | 0.0 | 1 | 0.7 | 2 | 5
CCC(=O)c1cn(/C(=C\C(=O)OC(C)(C)C)CCC(OC)OC)cc1CC | 0.0 | 18 | -4 | 2.2 | -7 | 0.3 | . | 1
CC1=C(C(=O)Nc2ccc(Br)cc2)C(c2ccco2)NC(=O)N1 (centres undefined) | . | 0 | 9 | . | -4 | 0.7 | -1 | -5
CC1=N/C(=C\c2ccc([N+](=O)[O-])cc2)C(=O)N1c1ccc(C)c(Cl)c1 | . | -3 | . | 0.3 | -55 | -0.1 | -27 | -4
COc1ccc2c(CC(=O)NCCN3C(=O)S/C(=C\c4cccnc4)C3=O)coc2c1 | 1.8 | 11 | . | 0.0 | -25 | -4.5 | 7 | 1
CC(C)(C)S(=O)N1Cc2cc(C(=O)N3CCc4ccccc4C3)nc(-c3cccc(-c4cccnc4)c3)c2[C@@H]1CCO (some centres undefined) | 0.0 | 0 | -11 | 0.4 | -22 | 1.9 | -7 | 42*
Cc1noc(C)c1S(=O)(=O)Nc1ccc2c(c1)C(=O)N([C@@H](C)CO)C[C@@H](C)[C@@H](CN(C)C(=O)Nc1ccccc1)OCCCC[C@H](C)O2 | -0.1 | 5 | -7 | 0.0 | 17 | 4.1 | -3 | 0
O=C(NCC[C@H]1CC[C@H](NC(=O)C2CCC2)[C@@H](CO)O1)Nc1ccc(Cl)cc1 | 0.6 | -1 | 0 | -0.1 | 23 | 1.4 | -16 | 2
Nc1nc(-c2ccccn2)nc(N)c1Cc1ccc(Cl)cc1Cl | . | -5 | . | 0.0 | -22 | 1.3 | -11 | 0
CC(=O)Oc1ccc2c3c(c(=O)oc2c1)CCCC3 | -0.1 | -2 | -14 | 0.1 | -21 | 1.5 | -3 | 1

Whole records, looked up by structure. Order of values: E-selectin induc | DENV2 CPE | RAD54 inh | Xi reactivation | RAD52 inh | F508del corr | INS-1E GSIS act | Casp6 inh
CN1c2ccc(Br)cc2[C@H]2[C@H](CCN2C(=O)c2cccc(F)c2)[C@@H]1CO reads 0.5 | . | -11 | 1.2 | -10 | -0.9 | 2 | .
CC(C)(C)S(=O)N1Cc2cc(C(=O)N3CCc4ccccc4C3)nc(-c3cccc(-c4cccnc4)c3)c2[C@@H]1CCO (some centres undefined) reads 0.0 | 0 | -11 | 0.4 | -22 | 1.9 | -7 | 42*

(list continues)
SMILES | E-selectin induc | DENV2 CPE | RAD54 inh | Xi reactivation | RAD52 inh | F508del corr | INS-1E GSIS act | Casp6 inh
O=C(c1ccc(Br)o1)N1CCN(c2ccc3nnc(-c4ccc(F)cc4)n3n2)CC1 | 0.1 | 1 | -1 | -0.1 | -15 | -2.2 | 9 | 4
CCN(CC(=O)Nc1ccc(NC(C)=O)cc1)C(=O)c1cccc2ccccc12 | -0.1 | -2 | 1 | -0.1 | -6 | -1.4 | 12 | -1
COc1ccccc1S(=O)(=O)N[C@H]1CC[C@@H](CC(=O)NCc2cccc(F)c2)O[C@H]1CO | -0.3 | 13 | 2 | 0.0 | -8 | 0.6 | 0 | 0
C[C@H](NC(=O)C[C@H]1CC[C@@H]2[C@H](COC[C@H](O)CN2C(=O)Nc2cccc(F)c2)O1)c1ccccc1 | 0.0 | -10 | -2 | -0.1 | 10 | -4.2 | -2 | -1
COc1ccc(S(=O)(=O)Nc2ccc3c(c2)CC(=O)N([C@H](C)CO)C[C@@H](C)[C@H](CN(C)S(=O)(=O)c2ccc(OC)cc2)O3)cc1 | 0.5 | 3 | 1 | -0.1 | -19 | -1.9 | 6 | 1
O=C(CCc1nnc2ccc(NCc3ccccc3)nn12)NC1CCCCC1 | . | 9 | -1 | -0.1 | -18 | -0.4 | -2 | 1
O=C1/C(=C/c2ccc(F)cc2)Oc2cc(OC(=O)N3CCOCC3)ccc21 | 0.8 | 2 | . | 0.0 | -6 | 1.9 | . | -2
COc1ccc(-c2ccc(C(=O)N3CCN(C)CC3)c3occc23)c(C)c1 | -0.1 | -13 | 5 | 0.2 | -2 | -1.1 | 3 | -4
COc1ccc2c3c(n(C)c2c1)[C@H](CO)N(C(=O)c1cccnc1)CC31CCN(S(=O)(=O)c2ccccc2)CC1 | -0.1 | 11 | . | 0.2 | . | 0.6 | 5 | .
CCCCC(=O)N1CCN(c2nc3ccc(OCC)cc3s2)CC1 | . | -1 | -9 | 0.0 | -11 | -0.9 | 14 | -2
Cc1ccc(NC(=O)C(C)N=C2NS(=O)(=O)c3ccccc32)cc1 (centres undefined) | 1.4 | -1 | 3 | 0.2 | 5 | -1.1 | 1 | 1
CC(=O)N1c2ccc(S(=O)(=O)NCC3CCC(C(=O)N4CC(C)CC(C)C4)CC3)cc2CC1C (centres undefined) | . | -2 | -5 | 0.1 | 8 | -1.0 | -44 | 5
Cc1cc2nnc(SCC(=O)NC3CCCCC3)n2c(N)n1 | -0.1 | -6 | 0 | 0.0 | -12 | 0.6 | 4 | -2
O=S(=O)(c1cccc(C(F)(F)F)c1)N1CCN(CC(O)COCc2ccccc2)CC1 (centres undefined) | -0.5 | 63* | -2 | 0.0 | -13 | 0.9 | -42 | -3
COc1ccc(S(=O)(=O)Nc2ccc3c(c2)C(=O)N([C@@H](C)CO)C[C@@H](C)[C@@H](CN(C)C)O3)cc1 | -4.8 | -4 | . | -0.5 | -4 | -3.6 | -6 | 1
O=C(O)CCc1ccc(-c2cccs2)n1CCc1ccccc1 | 2.5 | -2 | -11 | 0.5 | -26 | -1.4 | 3 | 4
CC(C)(C)NS(=O)(=O)c1ccc(OCC(=O)NCCC2=CCCCC2)cc1 | . | . | 2 | . | -6 | . | -9 | -2
O=C(Cc1ccccc1F)Nc1ccc2c(c1)CCC2 | -0.1 | -9 | -2 | 0.0 | -11 | -1.4 | -21 | 2
CCNC(=O)C[C@@H]1C=C[C@@H](NS(=O)(=O)c2ccc(C)cc2)[C@H](CO)O1 | -0.5 | 3 | -4 | 0.5 | -12 | -1.7 | 9 | 2
O=C(NC(Nc1nc2ccc([N+](=O)[O-])cc2s1)(C(F)(F)F)C(F)(F)F)c1ccccc1Cl | . | -2 | . | 0.3 | -1 | . | -34 | 4

Two records picked at random from the list so far, as already listed:
SMILES | E-selectin induc | DENV2 CPE | RAD54 inh | Xi reactivation | RAD52 inh | F508del corr | INS-1E GSIS act | Casp6 inh
O=S(=O)(c1cccc(C(F)(F)F)c1)N1CCN(CC(O)COCc2ccccc2)CC1 (centres undefined) | -0.5 | 63* | -2 | 0.0 | -13 | 0.9 | -42 | -3
COc1ccc(S(=O)(=O)Nc2ccc3c(c2)C(=O)N([C@@H](C)CO)C[C@@H](C)[C@@H](CN(C)C)O3)cc1 | -4.8 | -4 | . | -0.5 | -4 | -3.6 | -6 | 1

Part of the list above, with values under each structure:
Below each compound: E-selectin induc, DENV2 CPE, RAD54 inh, Xi reactivation, RAD52 inh, F508del corr, INS-1E GSIS act, Casp6 inh
O=C1/C(=C/c2ccc(F)cc2)Oc2cc(OC(=O)N3CCOCC3)ccc21
→ 0.8, 2, ., 0.0, -6, 1.9, ., -2
C[C@H](NC(=O)C[C@H]1CC[C@@H]2[C@H](COC[C@H](O)CN2C(=O)Nc2cccc(F)c2)O1)c1ccccc1
→ 0.0, -10, -2, -0.1, 10, -4.2, -2, -1

Next entries follow.
molecule	E-selectin induc	DENV2 CPE	RAD54 inh	Xi reactivation	RAD52 inh	F508del corr	INS-1E GSIS act	Casp6 inh
Cn1cc(CNCc2cnc3ccccn23)c(-c2ccc(Oc3ccccc3)cc2)n1	-0.1	15	.	0.2	-48	5.9	-4	-3
Cc1cc(C)nc(N/N=C/c2ccccc2OCc2ccccc2)n1	.	79*	-4	0.0	-3	-2.7	9	2
COCCNC(=O)C[C@H]1CC[C@H]2[C@@H](COc3ccc(NC(=O)Nc4ccccc4)cc3C(=O)N2C)O1	0.1	4	-1	-0.1	-3	1.0	11	0
COc1ccc(C(=O)Nc2ccnn2C2CCN(C3CCC3)CC2)cc1	.	1	5	0.1	-24	0.6	41	-2
O=C(NCc1ccc(F)cc1)C1CCN(S(=O)(=O)N2CCC3(CC2)OCCO3)CC1	.	.	7	.	-5	-2.9	2	13
C[C@@H]1CN([C@H](C)CO)C(=O)c2cc(Br)cnc2O[C@H]1CN(C)C(=O)c1ccccc1F	-0.5	-9	7	-0.8	1	2.4	10	-1
N#C[C@H]1[C@@H](c2ccc(-c3cccc(F)c3)cc2)[C@H](CO)N1c1nc(-c2ccccc2)cs1	-0.1	-7	.	-0.1	-9	-2.9	1	-2
CCn1c(SCC(=O)NC2CCCC2)nnc1C(C)C	0.0	-5	-1	0.0	-1	-2.1	-4	-4
C[C@@H]1CN([C@@H](C)CO)C(=O)Cc2cc(NC(=O)Nc3ccccc3)ccc2O[C@@H]1CN(C)Cc1ccncc1	-0.1	.	2	0.0	.	-0.9	4	.
CN1[C@H](C(=O)NC2Cc3ccccc3C2)[C@@H](CO)[C@@H]2Cn3c(ccc(-c4cccnc4)c3=O)[C@@H]21	-0.4	11	2	0.3	11	0.1	-3	4
C[C@H](CO)N1C[C@H](C)[C@H](CN(C)C(=O)Cc2ccncc2)Oc2ncc(C#CCN(C)C)cc2C1=O	0.1	0	1	0.4	-5	-1.7	14	0
